# esBAF inh: Bmi1 luciferase reporter increase in mESCs, primary screen, esBAF inhibitor project, mouse ES cells, Bmi1 luciferase knock-in, single point; 24 h; 100% = twice the neutral-well signal; actives 2% (n = 350,000); AID 602393, 2012; reporter increase, % at 12.5 µM; in the data active means activation above about 40%;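 further: 0% = median of the plate's neutral control wells and 100% = double that signal; a rise in the Bmi1 reporter signal indicates esBAF inhibition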
# RAD52 anneal inh: RAD52 DNA annealing inhibitors, primary screen, biochemical, FRET, single point, set 2; recombinant RAD52 DNA annealing, FRET fluorescence; DNA repair protein RAD52 homolog (Homo sapiens), P43351; inhibition, % at 18.7 µM; actives 0.46% (n = 360,000);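 active means every replicate showing at least 50% inhibition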
# FN deposit inh: inhibitors of fibronectin matrix deposition, primary screen, AH1F cells, Alexa488-fibronectin fluorescence, plate reader; AH1F fibroblasts, overnight; inhibition, % at 12.6 µM; actives 0.086% (n = 350,000);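 active means mean inhibition across replicates of 30% or more, regardless of how many single replicates reach that level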;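 further: positive control wells lacked labelled fibronectin entirely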
#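 Assay system: AH1F fibroblast monolayer, labelled fibronectin deposition. Amount: 10000 cells per well. Also added: labelled fibronectin 24 nM. Compound: single-point pinned compound. Incubation: cell attachment 1 h, compound and FN exposure overnight. Detection: fluorescence after three HBSS washes, excitation 485 nm, emission 525 nm. Read-out: inhibition of fibronectin deposition signal.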
# EWS-Fli block: EWS/Fli-driven NR0B1 reporter inhibitors, primary screen, A673 cells, NR0B1 luciferase, luminescence, MLPCN library; inhibition, % at 12.6 µM; viability-normalised; AID 651661, 2012; actives 0.67% (n = 350,000);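 active means mean inhibition of at least 50% after viability correction, with every replicate also passing that limit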;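 further: firefly luciferase signal divided by Alamar Blue viability fluorescence both relative to DMSO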
# Xi reactivation: activators of inactive X chromosome reactivation, primary screen, imaging, XiGFP fibroblasts, GFP high-content imaging, set 2; actives 0.055% (n = 360,000); XiGFP mouse fibroblasts, % GFP-positive cells imaging, 3 d; cells co-treated with 5-aza-dC sensitizer; scaled so ellipticine positive control = 100%; activation, % at 7.58 µM; AID 743238, 2013;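 active means mean normalized replicate activation at least 10% and every replicate at or above 10%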;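 further: 0% = median of on-plate neutral control wells and 100% = ellipticine 6 µM median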
#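 Material: SV40-immortalized XiGFP fibroblast cells, line 68-5-11 | Buffer or medium: DMEM containing 5-aza-dC | Dosing: One concentration, pinned | Times: 3 d treatment, 15 min room-temperature fixation | Controls: Ellipticine 6 µM positive control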
# S100A4 MyoIIA: inhibitors of S100A4-myosin IIA peptide binding, primary screen, biochemical, fluorescence polarization, TAMRA-MyoIIA peptide | Protein S100-A4 (Homo sapiens), P26447 | inhibition, % at 10.7 µM | actives 0.14% (n = 360,000) | AID 652163, 2013;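 active means mean inhibition of at least 70% across replicates, with every replicate also reaching that level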
# Target sequence (P26447 whole entry, looked up): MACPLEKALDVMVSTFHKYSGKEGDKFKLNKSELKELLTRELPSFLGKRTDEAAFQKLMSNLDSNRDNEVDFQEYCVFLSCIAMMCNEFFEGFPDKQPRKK
#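 System – human S100A4 monomer protein, biochemical binding assay · Buffer or medium – Calcium-containing HEPES buffer, pH 7.2 · Timing – 5 min between mix addition and reading · Also added – TAMRA-labelled myosin IIA heavy-chain peptide probe, 5 nM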
# E-selectin induc: E-selectin induction in HUVECs, primary screen, imaging, HUVEC, immunofluorescence imaging, single point; normalized: neutral wells 0, TNF-alpha wells 100; activation, % at 7.58 µM; P16581; actives 0.37% (n = 260,000);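 active means mean E-selectin-positive cell signal at least 10% of the positive control, reached in at least 60% of replicates, without over 20% cell loss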;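 further: in these data hits start at about 27%; measured in HUVEC primary endothelial cells; signal is the percent of cells scored E-selectin positive by PE staining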
# Target sequence (P16581 whole entry, looked up): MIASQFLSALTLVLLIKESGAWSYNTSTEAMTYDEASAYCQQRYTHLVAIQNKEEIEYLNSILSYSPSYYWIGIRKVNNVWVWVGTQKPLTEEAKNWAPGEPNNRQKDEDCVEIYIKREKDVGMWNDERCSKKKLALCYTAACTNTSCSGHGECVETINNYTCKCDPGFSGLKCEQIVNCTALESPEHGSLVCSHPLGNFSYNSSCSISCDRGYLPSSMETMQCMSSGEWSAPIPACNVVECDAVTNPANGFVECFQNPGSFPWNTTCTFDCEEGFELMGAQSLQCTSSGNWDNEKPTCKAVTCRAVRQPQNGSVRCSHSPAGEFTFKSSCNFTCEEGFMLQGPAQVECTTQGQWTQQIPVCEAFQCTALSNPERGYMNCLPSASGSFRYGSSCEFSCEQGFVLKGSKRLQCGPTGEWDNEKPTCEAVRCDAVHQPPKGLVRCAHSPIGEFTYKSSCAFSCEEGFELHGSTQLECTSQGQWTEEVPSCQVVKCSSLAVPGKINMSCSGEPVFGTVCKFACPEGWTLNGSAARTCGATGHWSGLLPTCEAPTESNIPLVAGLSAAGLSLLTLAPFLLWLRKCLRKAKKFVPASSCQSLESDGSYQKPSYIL
#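 Test system: HUVEC | Signal: Immunofluorescence imaging | Read-out: Percent E-selectin-positive cells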
# RAD54 branch: inhibitors of human RAD54 branch migration, primary screen, biochemical, fluorescence, single point; DNA repair and recombination protein RAD54-like (Homo sapiens), Q92698; inhibition, % at 10.4 µM; AID 602329, 2012; actives 0.14% (n = 360,000); RAD54 Holliday junction branch migration, FAM/BHQ fluorescence;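 active means mean normalized replicate activity at least 40 and at least half of replicates scoring 40 or more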;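 further: 0% = median of neutral control wells and 100% = median of positive control wells; inhibitors cause a drop in the FAM fluorescence signal; in these data hits start at about 50%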
# Active calls of the source: *; x = not tested or not shown.
SMILES,esBAF inh,RAD52 anneal inh,FN deposit inh,EWS-Fli block,Xi reactivation,S100A4 MyoIIA,E-selectin induc,RAD54 branch
O=C(Cc1ccccc1)N1CC(=O)N2[C@H](CO)[C@@H](c3ccc(-c4ccc(F)cc4)cc3)[C@@H]2C1,x,9.4,-3.2,-3.9,0.1,2.8,-0.1,x
CN(C)NC1=CC(=[N+]2CCCC2)CC(C)(C)C1,x,-10.8,-0.7,12.2,0.2,3.8,x,x
COc1ccc(-c2nnn(CC(=O)NCCc3ccc(OC)c(OC)c3)n2)cc1,x,-4.0,-15.8,-14.9,0.1,-2.5,x,x
O=C(c1ccc(F)cc1)N1CC(=O)N2[C@H](CO)[C@@H](c3ccc(-c4cccnc4)cc3)[C@@H]2C1,x,-2.2,x,-2.7,0.0,15.9,0.3,x
Cc1cc(C)cc(-n2c3ccc(NC(=S)NC4CCCCC4)cc3c(=O)n2C)c1,1.3,-5.2,3.3,6.0,0.1,-4.9,0.2,12.0
COC(=O)c1cc(NS(=O)(=O)c2ccc(N3CCOCC3)c(NC(C)=O)c2)cc(C(=O)OC)c1,x,-24.9,-2.4,-10.8,-0.1,67.2,-0.2,-6.3
COc1cc2c(cc1OC)/C(=C/C(=O)c1ccccc1)NCC2,-6.3,-12.4,8.9,4.7,0.0,-6.0,x,1.2
CCc1ccc(NS(=O)(=O)c2cccs2)cc1,-0.3,-1.3,x,-7.3,x,-3.0,x,-11.6
COc1ccc(-c2cc(C(F)F)n3ncc(C(=O)N4CCCc5ccccc54)c3n2)cc1,4.9,9.1,7.0,-0.5,0.0,5.8,x,-6.6
Cc1cc(C)c(C)c(S(=O)(=O)N2CCC(C(=O)N(C)Cc3nc4ccccc4c(=O)[nH]3)CC2)c1C,-2.7,-9.9,4.6,-3.8,0.3,-6.4,-0.1,2.7
O=C(Nc1cccc(F)c1)N1CCCCN2[C@H](CO)[C@@H](c3ccc(-c4ccccc4F)cc3)[C@H]2C1,x,-35.3,x,32.2,0.3,-0.6,0.1,4.5
C[C@@H]1CN([C@@H](C)CO)C(=O)c2cccc(NC(=O)Nc3ccc(C(F)(F)F)cc3)c2O[C@@H]1CN(C)S(=O)(=O)c1ccc(Cl)cc1,14.5,-6.6,x,-5.2,0.0,-5.5,-3.3,4.2
CC(=O)Nc1cc2c(cc1[N+](=O)[O-])-c1ccccc1C2=NO,x,-46.0,-11.8,-3.2,0.3,2.7,0.5,x
CC(=O)N[C@H](Cc1c[nH]c2ccccc12)C(=O)O,-2.8,-15.9,-1.4,1.6,0.0,8.2,1.0,-6.2
COc1ccccc1NC(=O)Cn1c(CCC(=O)O)ccc1-c1ccc(C)cc1,x,-10.6,-7.4,13.2,0.0,-1.7,x,x
COc1ccc(S(=O)(=O)N2CCOC2CNC(=O)C(=O)NCc2ccc3c(c2)OCO3)cc1C (configuration not stated),0.7,-84.1,9.5,-5.0,0.1,1.4,x,-9.4
Cc1ccc(/C=C(\C#N)C(=O)NCc2ccco2)o1,x,-40.5,-0.4,0.4,-0.1,-2.8,0.8,x
O=C(CC(c1ccccc1)c1ccccc1)NCC(O)c1ccc([N+](=O)[O-])cc1 (configuration not stated),-5.2,-15.5,-3.7,-1.6,0.0,-0.5,x,4.6
O=C(c1cc(C2CCCCN2S(=O)(=O)Cc2ccccc2)on1)N1CCOCC1 (configuration not stated),-1.6,-8.1,1.0,-1.7,0.0,1.6,0.4,0.9
Cc1noc(C)c1S(=O)(=O)Nc1ccc2c(c1)C(=O)N([C@H](C)CO)C[C@H](C)[C@H](CN(C)S(=O)(=O)c1ccc(F)cc1)O2,-2.0,6.6,x,12.9,-1.0,-16.2,-0.1,x
Cn1cnnc1SCC(=O)Nc1sc2c(c1C#N)CCCCC2,22.1,-46.7,x,x,x,-3.3,x,4.9
CCNC(=S)N1CCC(c2nc3cc(C)c(C)cc3[nH]2)CC1,x,-5.2,x,8.9,0.2,-1.0,x,x
Cc1ccc(-n2c(C)c(C)c3c(NCCO)ncnc32)cc1,37.7,-12.6,5.5,-66.9,0.1,3.6,0.2,2.2
Cc1noc(C)c1S(=O)(=O)N(C)C[C@@H]1Oc2c(cccc2N(C)C)C(=O)N([C@H](C)CO)C[C@@H]1C,1.1,14.3,-2.7,2.9,-0.6,4.4,0.1,-10.6
Cc1cc(SC2CCOC2=O)nc2ccccc12 (configuration not stated),x,-12.7,6.3,15.1,0.0,-1.6,x,x

# Gathered by group: the compounds so far with an NH in an aromatic ring
SMILES,esBAF inh,RAD52 anneal inh,FN deposit inh,EWS-Fli block,Xi reactivation,S100A4 MyoIIA,E-selectin induc,RAD54 branch
Cc1cc(C)c(C)c(S(=O)(=O)N2CCC(C(=O)N(C)Cc3nc4ccccc4c(=O)[nH]3)CC2)c1C,-2.7,-9.9,4.6,-3.8,0.3,-6.4,-0.1,2.7
CC(=O)N[C@H](Cc1c[nH]c2ccccc12)C(=O)O,-2.8,-15.9,-1.4,1.6,0.0,8.2,1.0,-6.2
CCNC(=S)N1CCC(c2nc3cc(C)c(C)cc3[nH]2)CC1,x,-5.2,x,8.9,0.2,-1.0,x,x

# Back to the main list, starting five compounds before the break.
SMILES,esBAF inh,RAD52 anneal inh,FN deposit inh,EWS-Fli block,Xi reactivation,S100A4 MyoIIA,E-selectin induc,RAD54 branch
Cn1cnnc1SCC(=O)Nc1sc2c(c1C#N)CCCCC2,22.1,-46.7,x,x,x,-3.3,x,4.9
CCNC(=S)N1CCC(c2nc3cc(C)c(C)cc3[nH]2)CC1,x,-5.2,x,8.9,0.2,-1.0,x,x
Cc1ccc(-n2c(C)c(C)c3c(NCCO)ncnc32)cc1,37.7,-12.6,5.5,-66.9,0.1,3.6,0.2,2.2
Cc1noc(C)c1S(=O)(=O)N(C)C[C@@H]1Oc2c(cccc2N(C)C)C(=O)N([C@H](C)CO)C[C@@H]1C,1.1,14.3,-2.7,2.9,-0.6,4.4,0.1,-10.6
Cc1cc(SC2CCOC2=O)nc2ccccc12 (configuration not stated),x,-12.7,6.3,15.1,0.0,-1.6,x,x
CC(C)NC(=O)Nc1ccc2c(c1)C(=O)N([C@@H](C)CO)C[C@@H](C)[C@H](CN(C)C(=O)c1ccncc1)OCCCC[C@H](C)O2,x,2.3,4.5,x,0.4,24.5,-0.2,1.3
Cc1cc(-c2cc(C(=O)NCc3ccccc3)on2)nc(S(C)(=O)=O)n1,5.6,-9.6,7.9,14.0,0.6,-0.5,-0.3,-2.0
COc1ccc(S(=O)(=O)Nc2ccc3c(c2)CC(=O)N([C@@H](C)CO)C[C@@H](C)[C@H](CN(C)CC2CCCCC2)O3)cc1,1.5,4.8,x,8.7,0.1,2.4,-0.6,4.9
CC(C)[C@H](NC(=O)c1ccccc1)C(=O)OCC(=O)c1ccc(S(=O)(=O)N2CCCCC2)cc1,6.8,-9.2,0.6,6.4,0.2,-2.7,0.0,7.4
Cc1cc2c(o1)CC(C)(C)CC2=O,x,-9.7,-1.7,9.4,0.0,-0.4,x,x
COc1ccc(Cl)cc1NC(=O)Nc1cc(C)on1,3.6,3.9,2.2,-1.2,0.1,-18.9,0.2,-6.3
CCOC(=O)c1c(C)[nH]c(C(=O)OCC(=O)c2ccc(OC)cc2OC)c1C,6.2,-7.9,-0.1,-15.3,0.3,-1.4,-0.8,x
CCCNC(=S)Nc1ccc(F)cc1F,x,-7.4,2.6,12.5,0.1,-3.1,x,3.7
C[C@@H]1CN([C@@H](C)CO)C(=O)c2cc(NS(=O)(=O)c3ccc(F)cc3)ccc2O[C@@H](C)CCCCO[C@@H]1CN(C)S(=O)(=O)c1ccccc1,1.1,4.0,13.4,4.5,0.1,-1.3,-0.2,9.5
O=C(NS(=O)(=O)Nc1ccc(Br)cn1)c1c[nH]c2ccccc12,2.8,-4.8,-8.2,11.0,0.0,-3.8,x,-6.6
Cc1ccc(S(=O)(=O)Nc2ccc3c(c2)C(=O)N([C@H](C)CO)C[C@@H](C)[C@@H](CN(C)C(=O)c2ccccc2)OCCCC[C@@H](C)O3)cc1,2.4,44.0,-6.2,2.7,0.3,-1.0,x,2.0
O=C(c1cccc(F)c1)N1CCCN(C(=O)c2cccc(F)c2)CC1,x,x,-3.2,x,0.0,x,0.5,2.6
COc1ccc(NC(=O)c2sc(=O)n(Cc3cccc(C(F)(F)F)c3)c2C)cc1OC,-21.8,-9.3,-2.0,3.5,-0.1,-4.6,x,4.2
Cn1cccc1C(=O)NCCc1ccccc1,-14.0,-14.4,-5.8,5.4,0.2,-5.1,x,6.4
CC(Sc1nnc(-c2ccccc2F)n1C1CC1)C(=O)NCc1ccco1 (configuration not stated),-7.4,-10.8,-3.9,-0.4,-0.1,0.7,-0.3,-10.6
COc1ccc2[nH]cc(CCNC(=O)COc3ccc4ccc(=O)oc4c3)c2c1,10.8,-2.1,x,1.0,x,-14.4,x,-0.7
CN(C)C(=O)C[C@H]1CC[C@H]2[C@@H](COc3ccc(NC(=O)c4ccc(F)cc4)cc3C(=O)N2C)O1,0.5,x,-13.0,-7.0,0.2,x,0.4,0.7
Nc1ccccc1Nc1cccc(C(F)(F)F)c1,x,-4.5,-18.2,22.5,0.0,-17.6,x,x
CN(CCC(=O)Nc1cc(S(=O)(=O)N(C)C)ccc1Cl)CC(=O)Nc1ccc(F)cc1,-3.0,-9.8,0.6,13.7,0.0,1.9,-0.1,-13.5
O=C(Nc1ccc(Cl)cc1C(=O)N1CCCC1)c1cccc([N+](=O)[O-])c1,-6.3,-4.6,-5.1,-0.4,0.1,3.7,x,5.9
COc1ccc(C2C3C(C)=NN=C3CC(C)(O)C2C(C)=O)cc1 (configuration not stated),1.1,x,-2.5,x,-0.1,-3.4,x,-2.1
CCNC(=O)C1(C)CCCN1C(=O)c1ccc(N(C)C)cc1 (configuration not stated),-4.5,-2.8,x,0.2,0.0,2.2,x,9.1
COc1ccc(C2C(C#N)=C(N)OC3=C2C(=O)CCC3)cc1Cn1cc([N+](=O)[O-])cn1 (configuration not stated),x,-11.0,-18.1,2.6,0.0,-7.6,x,x
CC1CN(c2ccc(C(F)(F)F)cc2[N+](=O)[O-])CCN1S(C)(=O)=O (configuration not stated),0.8,x,3.1,x,0.0,x,x,-6.0
COc1ccc(NC(=O)Cc2nnc(SCC(=O)Nc3ccc(F)cc3)n2C)cc1,3.0,-11.1,2.1,5.5,0.2,1.1,0.7,10.1
Cc1cc(C)n2nc(SCC(=O)N(Cc3ccccc3)C3CCS(=O)(=O)C3)nc2n1 (configuration not stated),x,-31.2,-26.4,-5.2,0.7,-3.4,x,x
O=C(CCN1C(=O)S/C(=C/c2ccc(Cl)cc2)C1=O)N1CCOCC1,x,x,-2.9,x,-0.1,x,-0.1,-3.1
O=C(Nc1ccccc1)OCCOc1ccc(Cl)cc1Cl,1.3,2.9,1.4,0.2,0.1,0.8,0.4,-1.0
